MCF10A rerep: induces DNA re-replication in MCF 10a normal breast cells; AID 624296; MCF 10A DNA re-replication, Hoechst nuclear intensity, 48 h; Potency, µM (titrated, usually from 46.1 µM), without a hit: top-dose activity, positive = re-replication, actives largely listed as activators; 350,000 compounds, 2.9% hits; further: potency means the concentration at half of the fitted maximal effect; % of control where 0% means no effect; nearly all actives have a fitted effect of over 50% in size
ATXN2 expr inh: reduces ATXN2 reporter expression in HEK-293 cells | HEK-293 ATXN2-luciferase reporter, luminescence, 24 h | Potency, µM (titrated, usually from 57 µM), without a hit: at the highest dose activity change, negative = inhibition, most hits filed as inhibitors | 360,000 compounds, 0.72% hits | AID 1745845; further: potency means the concentration at half of the fitted maximal effect; on the % scale 0 is the no-effect control and ±100 the full control effect; nearly all actives have a fitted effect of over 55% in size
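ATXN2-luciferase reporter cells (luciferase flanked by upstream and downstream ATXN2 gene portions) were treated 24 h at 37 °C with compounds at up to 57 uM. SteadyGlo luminescence gave expression; GF-AFC fluorescence gave viability.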
WRN inhibitor: inhibitors of human WRN helicase. WRN helicase unwinding, fluorescent forked duplex, kinetic. Potency, µM (titrated, usually from 114 µM), for the others: at the highest dose activity change, negative = inhibition, most hits filed as inhibitors. 360,000 compounds, 0.46% hits. AID 651768; further: potency means the concentration at half of the fitted maximal effect; on the % scale 0 is the no-effect control and ±100 the full control effect; nearly all actives have a fitted effect of over 55% in size
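Fluorescence dequenching readout, ex 525 nm/em 598 nm, kinetic mode: forked duplex DNA (100 nM final) with adjacent fluorophore and quencher unwound by WRN (20 nM final) with 2 mM ATP. Compound preincubation 15 min, room temperature.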
HT1080NT lethal: kills 2HG-producing HT-1080-NT fibrosarcoma cells; HT-1080-NT fibrosarcoma viability, CellTiter-Glo ATP luminescence, 48 h; Potency, µM (top dose mostly 46.1 µM), without a hit: at the highest dose activity, negative = less viability, usual class: cytotoxic; 360,000 compounds, 1.6% hits; AID 686970;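 further: NT is the 2HG producing partner of a matched IDH1 knockdown line; potency means the concentration at half of the fitted maximal effect; 0% = DMSO-treated cells and -100% = media-only wells without cells; nearly all actives have a fitted effect of over 55% in size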
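A 48-hour cytotoxicity screen used HT-1080-NT cells plated 2 hours before compound delivery. ATP-based CellTiter-Glo luminescence measured viability, normalized to DMSO and no-cell controls.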
KB-3-1 cytotox: KB-3-1 parental cell cytotoxicity; KB-3-1 viability, CellTiter-Glo ATP luminescence, 72 h; Potency, µM (titrated, usually from 46.1 µM), inactives show at the highest dose activity change, negative = cytotoxic, usual class: cytotoxic; 400,000 compounds, 1.4% hits; AID 1347075; further: potency means the concentration at half of the fitted maximal effect; on the % scale 0 is the no-effect control and ±100 the full control effect; nearly all actives have a fitted effect of over 60% in size
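Cytotoxicity in the drug-sensitive parental line KB-3-1 was scored as loss of CellTiter-Glo luminescence following 72 h incubation with compound. Values come from curve fitting of normalized concentration-response data.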
IL1B secr inh: inhibitors of inflammasome signaling (IL-1 beta secretion); THP-1 LPS/ATP IL-1B secretion, AlphaLISA, 16 h; active compounds read low; activity change, % at 57.5 µM; 360,000 compounds, 4.7% hits; in the data active means activity change below about -50%; inconclusive means mostly about -30% to -49%; further: on the % scale 0 is the no-effect control and ±100 the full control effect
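Secreted IL-1B measured by AlphaLISA bead assay after 16 h compound exposure of THP-1 cells; compounds (final up to 57.5 uM) added 1 h before LPS (250 ng/mL) and ATP (1.25 mM) stimulation; lower signal means less secretion.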
HT1080 IDH1KD tx: toxicity to HT-1080 IDH1 knockdown cells (counter line); HT-1080 IDH1 knockdown viability, ATP luminescence, 48 h; Potency, µM (top dose mostly 46.1 µM), inactives show at the highest dose activity, negative = toxicity, usual class: cytotoxic; 360,000 compounds, 2% hits; AID 686971;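 further: potency means the concentration at half of the fitted maximal effect; 0% = DMSO wells and -100% = cell-free medium wells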
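HT-1080-IDH1KD cells (IDH1 knocked down), 750/well in RPMI with 5% FBS, treated with compound 48 h at 37 degrees C. Viability by CellTiter-Glo luminescence, normalised to DMSO and no-cell wells; concentration-response curves classed.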
SW480 rereplic: inducers of DNA re-replication in SW480 colon cancer cells; 340,000 compounds, 1.8% hits; SW480 DNA re-replication, Hoechst DNA content imaging, 48 h; Potency, µM (top dose mostly 46.1 µM), for the others: at the highest dose re-replication activation, actives largely listed as activators; further: potency means the concentration at half of the fitted maximal effect; % of control where 0% means no effect; nearly all actives have a fitted effect of over 55% in size
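Per well, 250 cells were exposed to pinned compound for 48 hr. Nuclear DNA was visualised with Hoechst (40 min, 37 C) and total object intensity recorded by fluorescence scanning.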
KB-V1 cytotox: KB-V1 MDR subline cytotoxicity; KB-V1 MDR cells viability, CellTiter-Glo, 72 h; Potency, µM (top dose mostly 46.1 µM), for the others: top-dose activity change, negative = cytotoxicity, actives largely listed as cytotoxic; 400,000 compounds, 3.4% hits; AID 1347076; further: potency means the concentration at half of the fitted maximal effect; on the % scale 0 is the no-effect control and ±100 the full control effect; nearly all actives have a fitted effect of over 60% in size
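Following 72 h at 37 degrees C with compound, KB-V1 cell viability was read by CellTiter-Glo luminescence, medium being phenol-red-free DMEM plus 10% FBS; concentration-response parameters came from normalized, curve-fitted qHTS data.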
Starred values were filed as active, the others as inactive; ? = inconclusive; / = not tested or not shown; & = joins results of further samples; [ ] = dose if it differs, or a comment. Unless noted, the call rests on the fitted dose curve; in most records, active means well fitted curve in the direction sought with a large enough effect; inconclusive means small, poorly fitted or top-dose-only effect, or another doubt; inactive means no such curve, though single readings can be large; an effect the other way counts as inactive or inconclusive.

Results follow in this order: SW480 rereplic | HT1080 IDH1KD tx | KB-3-1 cytotox | MCF10A rerep | KB-V1 cytotox | IL1B secr inh | WRN inhibitor | HT1080NT lethal | ATXN2 expr inh
S=C(Nc1ccc(Nc2ccccc2)cc1)NN1CCOCC1
→ -4% | 8% | -12% | 7% | 1% | 8 | -33% | 11% | 7%
COc1ccc(-c2ccc(C#N)c(OC)n2)cc1
→ -16% | 0% | -13% | -2% | -24% | 70 | -5% | -14% | ?
Cc1nc2nc(C)c(CCC(=O)O)c(C)n2n1
→ 3% | 7% | -1% | 2% | -1% | 0 | -1% | 6% | 0%
CCn1c(SCc2nc(-c3cccs3)no2)nnc1-c1c[nH]c2ccccc12
→ ? | ? | -20% | ? | -26% | -18 | -15% | -21% | ?
O=C(N/C=C/c1ccccc1)Nc1ccc(Cl)cc1
→ 2% | 11% | -12% | ? | -15% | ? | -15% | 11% | 41%[activator]
O=C(/C=C1\SC(=O)NC1=O)Nc1ccc(F)cc1
→ 27% | -10% | 4% | ? | 7% | 4 | 3% | -15% | 20%
COc1ccc(CCN2CC(C(=O)NCc3ccon3)CCC2=O)cc1 (stereo unspecified)
→ / | 7% | 1% | / | ? | 18 | 15% | 0% | /
CCCS(=O)(=O)c1nc(S(=O)(=O)c2ccc(C)cc2)c(N2CCCCC2)s1
→ / | 1% | 4% | / | -28% | -27 | 4% | 7% | /
COc1ccc(/C=N/Nc2ncnc3sc4c(c23)CCCC4)cc1OC
→ ? | ? | 18µM* | ? | ? | 30 | -7% | ? | -4%
O=C(/C=C/c1cn(-c2ccccc2)nc1-c1ccc2c(c1)OCCO2)NCCCN1CCOCC1
→ ? | 21µM* | ? | 10% | -72% | -92* | -4% | ? | -19%
C[C@H]1CN([C@@H](C)CO)C(=O)c2cccc(NC(=O)Nc3ccc(C(F)(F)F)cc3)c2O[C@H]1CN(C)C
→ ? | -15% | ? | -1% | -8% | -9 | -11% | -10% | ?
Cc1cc(C)n2nc(C(=O)Oc3ccc4c(c3)OCO4)nc2n1
→ 1% | 3% | 5% | 3% | -5% | -3 | -1% | 1% | -16%
Cc1nnc(SCC(=O)c2ccc(Cl)cc2)n(N)c1=O
→ 0% | 10% | 19% | 0% | ? | 0 | 0% | -3% | 56%[activator]
COC(=O)c1ccccc1NC(=O)C1(S(=O)(=O)c2ccc(Cl)cc2)CC1
→ -5% | 2% | -15% | 6% | -11% | 18 | 7% | 0% | -22%
C=CCc1ccc(OCc2ccc(C(=O)OC)o2)c(OC)c1
→ -1% | 2% | 20% | 1% | 10% | -13 | -3% | 15% | 22%
S=C(Nc1ccc(Br)cc1)N1CCN(c2ccccn2)CC1
→ 10% | -5% | -10% | 5% | -13% | 15 | -1% | -20% | -18%
COCCNc1nnc(Cc2ccccc2)c(=O)[nH]1
→ 1% | 1% | 10% | -1% | 0% | 15 | 16% | 1% | -13%
CCOC(=O)[C@]12CCC=C1N(Cc1ccc(Cl)cc1Cl)C(=O)[C@H](CC(=O)N1CCCCC1)C2
→ / | ? | -13% | / | ? | 13 | -8% | ? | -8%
COc1ccc(/C=N/NC(=O)c2nnn(-c3nonc3N)c2-c2cccs2)c(OC)c1
→ -5% | 0% | 16% | 0% | ? | -8 | 13% | 2% | -2%
COC(=O)[C@@H]1CCCN1Cc1c(C(=O)N2CCOCC2)nc2c(C)cccn12
→ -1% | 5% | 13% | 0% | 0% | 18 | -2% | -2% | 8%[11.3 µM]
Cc1ccc2c(C)c(C(=O)N(Cc3ccc(F)cc3)C3CCS(=O)(=O)C3)oc2c1 (stereo unspecified)
→ ? | -2% | ? | 21% | ? | ? | -16% | -2% | 0%
Cc1ccccc1S(=O)(=O)Cc1ccc(C(=O)N2CCN(c3ccc(F)cc3)CC2)o1
→ ? | -26% | 12% | ? | ? | 1 | -5% | -22% | -16%
COc1cc(/C=C2\SC(=N)N(c3ccc4c(c3)OCO4)C2=O)cc(OC)c1O
→ ? | -12% | -3% | ? | 1% | 42 | -15%[11.6 µM] | -3% | /
N#Cc1cc2c(nc1SC1CC(=O)N(c3ccccc3)C1=O)CCC2 (stereo unspecified)
→ -4% | 16% | -1% | 13% | 25% | 22 | 1% | 20% | ?
Cc1ccc(CCNC(=O)C2CC(=O)N(C3CCCCC3)C2)cc1 (stereo unspecified)
→ 12% | 0% | -1% | 0% | 17% | 13 | 3% | 1% | /
O=C(NCCC(=O)N1CCN(S(=O)(=O)c2ccc(Cl)cc2)CC1)Nc1ccccc1
→ 2% | -1% | 24% | 26% | 0% | -16 | -4% | -1% | 2%
Nc1ccc(S(=O)(=O)O)cn1
→ 1%&-16%&6% | 3%&15%&0% | 11%&4%&11% | -3%&-4%&8% | 19%&2%&3% | -18&6&-2 | 2%&0%&1% | 1%&-1%&-2% | 1%&0%&-7%
CCOC(=O)c1ccc(NC(=S)NC(=O)c2cncc(Br)c2)cc1
→ -5% | 7% | -3% | ? | -2% | 22 | -1%[57.1 µM] | 8% | -11%
CC1CC(C)CN(C(=O)COC(=O)c2nccnc2N)C1 (stereo unspecified)
→ -10% | 7% | 15% | 5% | ? | 13 | 2% | 6% | 7%
CCn1cc(C(=O)OCC(=O)Nc2c(C)n(C)n(-c3ccccc3)c2=O)c(=O)c2ccc(C)nc21
→ 12% | 3% | -20% | 0% | -8% | 4 | -7% | -4% | /
O=C(NCCCn1ccnc1)c1cc(C(=O)C2CCCCC2)c[nH]1
→ -3% | 15% | -5% | 12% | 1% | 11 | -32% | 20% | -32%
CC(C)(C)NC(=O)CSc1nc2cccnc2n1C1CCCCC1
→ -11% | 1% | 2% | 1% | -12% | 28 | 1% | 2% | /
COc1ccc(OCCn2c(C)c(/C=N/n3cnnc3)c3ccccc32)cc1
→ -6% | ? | -7% | 8% | -15% | -27 | -19%[57.1 µM] | ? | 2%
O=S(=O)(Nc1cccc2c1ccc1cccn12)c1cccs1
→ 8% | 9% | 2% | 14µM* | 9% | -11 | -18% | 7% | 13%
O=C(CCS(=O)(=O)c1ccc(Br)cc1)Nc1ccc2c(c1)OCO2
→ 1% | -5% | 0% | -5% | 9% | 17 | -23% | ? | 32%[activator]
S=C(NCCc1ccccc1)N1CCN(C2CCCCC2)CC1
→ -22%[1.84 µM] | -25% | 5% | ? | -4% | -5 | -2%[57.1 µM] | ? | -4%[2.22 µM]
COc1ccc(CCN=C(N)Nc2nc(C)cc(C)n2)cc1
→ ? | -5% | ? | ? | 6% | -20 | 21%[57.1 µM] | -28% | -33%
CC(c1nnc(SCC(=O)Nc2sccc2C#N)n1-c1ccc(Cl)cc1)N(C)C (stereo unspecified)
→ 0% | -4% | -3% | -1% | ? | -8 | -6% | -1% | -2%
COc1ccc(C(=S)N2CCN(c3ccccc3Cl)CC2)cc1OC
→ 3% | -4% | 0% | 2% | -4% | 0 | -3% | -10% | /
NS(=O)(=O)c1ccc(CCNC(=O)CSc2ccsc2[N+](=O)[O-])cc1
→ -19% | -10% | -5% | -4% | -22% | -13 | -8%[11.6 µM] | 2% | /
O=c1cc(-c2ccccc2Cl)oc2cccc(O)c12
→ 0% | 13% | 0% | 6% | 0% | 15 | 12% | 12% | 5%
Cc1sc2ncnc(N3CCN(c4ncccn4)CC3)c2c1C
→ 0% | -27% | -26% | ? | ? | ? | 1% | -23% | -19%
O=C(Nc1ccc2snnc2c1)Nc1cccc2ccccc12
→ -4% | ? | 21µM* | ? | ? | -26 | -5% | ? | ?
CN(CC(=O)Nc1cccc(F)c1)C(=O)c1cccc(S(=O)(=O)N2CC3(C)CC2CC(C)(C)C3)c1 (stereo unspecified)
→ 13% | -22% | 0% | ? | ? | ? | -19% | -13% | -1%
COCc1cc(C)nc(Oc2ccccc2)c1C#N
→ -4% | 1% | 4% | -3% | -21% | -15 | 2% | 3% | -8%
COc1ccc(CCNC(=O)c2cccc3ccccc23)cc1OC
→ -15% | -1% | 12% | 10% | 9% | 0 | -3% | 2% | -14%
CCCc1ccc(C(O)c2ncc(-c3ccc(C)cc3)[nH]2)cc1 (stereo unspecified)
→ / | -27% | 0% | / | 9% | -12 | -11% | -4% | 3%
CCN(CC)C(=O)C1=C(C)N(CCCN2CCCC2=O)C(=O)C(CC(=O)NCc2ccco2)C1 (stereo unspecified)
→ / | 8% | -7% | / | -11% | -7 | -3% | 2% | -1%
COc1ccc(Cl)cc1NC(=O)CN(C)C(C)C(=O)NCC1CCCCC1 (stereo unspecified)
→ 3% | -25% | -5% | -1% | -23% | -1 | 7% | -1% | -22%
Cc1ccc(C(=O)C(OC(=O)CNC(=O)c2ccc(Cl)cc2)c2ccccc2)cc1 (stereo unspecified)
→ -21% | 4% | 0% | 1% | 22% | 15 | 3% | 8% | /
CN(CCO)C1=NS(=O)(=O)c2cc([N+](=O)[O-])ccc21
→ ? | -17% | -3% | ? | -15% | 16 | 9% | 1% | -10%
COc1ccc2cc(C3CC=C(COC(C)=O)CN3S(=O)(=O)c3ccccc3[N+](=O)[O-])n(C(=O)OC(C)(C)C)c2c1 (stereo unspecified)
→ / | -15% | -16% | / | ? | -8 | -3% | -7% | /
COc1ccc(NC(=O)c2cc3cc(OC)ccc3oc2=O)cc1
→ -3% | 16% | 18% | -9% | -5% | -12 | -1% | 14% | 0%
